BCLXL inh = inhibitors of human Bcl-xL, primary screen, biochemical, fluorescence polarization, HTS; Bcl-2-like protein 1 (Homo sapiens), Q07817; GST-Bcl-xL / FITC-Bim BH3 peptide fluorescence polarization; inhibition, % at 10.9 µM; hit rate 0.7% among 320,000; AID 2129, 2009;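 active = inhibition above the mean of all tested compounds plus 3 SD, cutoff set per campaign, cut at about 30% in these data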;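 note: 0% = DMSO wells and 100% = unlabeled Bim-BH3 peptide competitor; inhibitors lower millipolarization by displacing the labeled peptide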
Fam108B counter = mouse Fam108B serine hydrolase inhibitors, primary screen, counter-screen for RBBP9 inhibitor project, biochemical, fluorescence polarization | recombinant Fam108B, FP-Rh probe fluorescence polarization | inhibition, % at 9.51 µM | hit rate 0.33% among 300,000 | AID 1947, 2009;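 active = inhibition above the screen mean inhibition plus 3 SD, computed separately per campaign, cut at about 18% in these data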;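 note: inhibitors lower polarization as less probe binds the enzyme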
pPAFAH inh = pPAFAH enzyme inhibitors, primary screen, biochemical, fluorescence polarization, human; Platelet-activating factor acetylhydrolase (Homo sapiens), Q13093; recombinant pPAFAH, FP-rhodamine probe fluorescence polarization; inhibition, % at 3.39 µM; hit rate 1.5% among 330,000;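 active = inhibition above the mean inhibition across the screen plus 3 SD, cut at about 25% in these data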;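 note: inhibitors block binding of the rhodamine activity-based probe so polarization drops; 0% = enzyme with DMSO and 100% = wells lacking pPAFAH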
MEX-5 binding = MEX-5 zinc finger RNA-binding disruptors – biochemical, C. elegans, fluorescence polarization, MLPCN library, primary screen | MEX-5/FITC-TCR2 RNA binding; active compounds read low | hit rate 0.38% among 300,000 | activity score (negative = inhibition of binding), % at 10 µM | AID 1832, 2009 | Zinc finger protein mex-5 (Caenorhabditis elegans), Q9XUB2;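 active = inhibition past about -25% in most replicates, and total fluorescence under double the plate's negative control median, limit read from the data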;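 note: 0% = DMSO and -100% = 5 µM competing unlabeled TCR2 RNA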
AHR activator = AHR activators, primary screen, cell-based, luminescence, luciferase reporter, human; AHR-responsive luciferase reporter cells; activation, % at 5 µM; hit rate 2.5% among 320,000; in the data active = activation above about 47%;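 note: 0% = vehicle wells and 100% = reference agonist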
Target sequence (P35869 whole entry, looked up): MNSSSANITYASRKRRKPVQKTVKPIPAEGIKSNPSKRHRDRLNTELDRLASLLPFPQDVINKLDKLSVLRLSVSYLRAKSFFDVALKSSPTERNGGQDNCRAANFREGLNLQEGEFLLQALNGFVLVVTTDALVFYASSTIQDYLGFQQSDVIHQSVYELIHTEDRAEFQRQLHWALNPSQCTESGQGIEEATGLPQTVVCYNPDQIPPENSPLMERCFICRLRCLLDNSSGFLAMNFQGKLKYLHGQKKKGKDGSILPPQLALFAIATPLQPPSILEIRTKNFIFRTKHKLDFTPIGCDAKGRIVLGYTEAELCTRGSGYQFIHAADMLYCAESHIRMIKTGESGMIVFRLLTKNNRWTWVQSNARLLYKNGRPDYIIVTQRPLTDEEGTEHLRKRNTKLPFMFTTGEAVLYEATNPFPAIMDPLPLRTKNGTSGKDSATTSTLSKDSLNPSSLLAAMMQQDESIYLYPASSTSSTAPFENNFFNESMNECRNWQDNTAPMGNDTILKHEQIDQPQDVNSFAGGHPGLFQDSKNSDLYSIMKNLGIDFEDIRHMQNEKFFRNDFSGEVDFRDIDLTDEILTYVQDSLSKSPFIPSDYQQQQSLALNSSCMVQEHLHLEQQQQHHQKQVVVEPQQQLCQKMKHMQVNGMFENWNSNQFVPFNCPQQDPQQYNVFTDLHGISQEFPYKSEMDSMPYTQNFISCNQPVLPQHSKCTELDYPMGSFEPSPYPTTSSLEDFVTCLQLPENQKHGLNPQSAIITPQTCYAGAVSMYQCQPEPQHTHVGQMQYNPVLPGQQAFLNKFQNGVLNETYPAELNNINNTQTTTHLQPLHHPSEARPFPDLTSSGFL
MCL1 BIM primary = inhibitors of MCL1 binding to BIM-BH3, primary screen, biochemical, fluorescence polarization. GST-MCL1 / FITC-Bim-BH3 fluorescence polarization. Induced myeloid leukemia cell differentiation protein Mcl-1 (Homo sapiens), Q07820. AID 2057, 2009. hit rate 0.68% among 320,000. inhibition, % at 10.9 µM;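 active = inhibition above the mean inhibition of all tested compounds plus 3 SD, set per campaign, cut at about 40% in these data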;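 note: 0% = DMSO wells and 100% = unlabeled Bim-BH3 peptide control; higher means more loss of mP so more displacement of Bim peptide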
GLD-1 TGE inh = GLD-1/TGE RNA complex disruptors, primary screen, biochemical, fluorescence polarization | Female germline-specific tumor suppressor gld-1 (Caenorhabditis elegans), Q17339 | inhibition, % at 5.96 µM | hit rate 0.44% among 320,000 | AID 2280, 2010 | purified GLD-1 + fluorescein TGE RNA;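 active = percent inhibition above a per-plate cutoff, the plate mean of test compounds plus 3 SD, cut at about 30% in these data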;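 note: 0% = DMSO wells with GLD-1 and probe and 100% = wells lacking GLD-1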
PAFAH1B2 inh = PAFAH1B2 enzyme inhibitors, primary screen, biochemical, fluorescence polarization, human; AID 492953, 2010; recombinant PAFAH1B2, FP-rhodamine activity probe; hit rate 1.2% among 340,000; inhibition, % at 3.39 µM; Platelet-activating factor acetylhydrolase IB subunit alpha2 (Homo sapiens), P68402;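 active = inhibition above the mean of all tested compounds plus 3 SD, cut at about 24% in these data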;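 note: 0% = enzyme with DMSO and 100% = wells lacking PAFAH1B2; many of its hits are not listed in these tables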
PME-1 primary = PME-1 inhibitors via competitive probe labeling, primary screen, biochemical, fluorescence polarization, FP-Rh probe, HTS. Protein phosphatase methylesterase 1 (Homo sapiens), Q9Y570. recombinant PME-1. inhibition, % at 5.9 µM. hit rate 0.53% among 320,000. AID 2130, 2009;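 active = inhibition above the campaign mean of all compounds plus 3 SD, cut at about 26% in these data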;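 note: competitive labeling of PME-1 active site by serine hydrolase directed probe; 0% = PME-1 with DMSO and 100% = wells lacking PME-1 enzyme; inhibitors block probe labeling so polarization falls and inhibition rises; many of its hits are not listed in these tables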
The depositor's hits bear a star; / = no result given.

The line under a structure holds: BCLXL inh	Fam108B counter	pPAFAH inh	MEX-5 binding	AHR activator	MCL1 BIM primary	GLD-1 TGE inh	PAFAH1B2 inh	PME-1 primary
- CN1CCN(C(=O)c2cc3c(s2)-c2ccccc2S(=O)(=O)C3)CC1
 : 6	-4	-6	-1.4	14	-2	4	5	-1
- COc1cc(NC(=O)Cn2c(C)cc3ccccc3c2=O)cc(OC)c1OC
 : 8	-5	3	1.0	2	2	-7	-3	-6
- CN(CCCNC(=O)CCC(=O)N1CCOc2ccccc21)Cc1ccccc1
 : 8	0	2	1.2	0	4	12	5	0
- O=C(NCCC1=CCCCC1)c1cc(S(=O)(=O)N2CCOCC2)ccc1F
 : -2	4	2	-0.6	3	5	5	11	-1
- CCN(Cc1ccccc1)C(=O)Cn1c(=O)n(CCC(=O)N2CCCCC2)c(=O)c2sccc21
 : 7	-2	5	0.7	-1	5	0	0	4
- COc1ccc(-n2c(=S)[nH]c3cc(C(=O)NCc4ccccc4)ccc3c2=O)c(OC)c1
 : 6	1	-1	-0.8	0	12	6	3	-5
- CCOc1ccc(-c2nnn(CC(=O)NCc3ccc(OC)cc3)n2)cc1OCC
 : 9	-7	7	0.3	1	6	3	8	1
- Cc1cc(=O)[nH]c(N/N=C/c2sccc2C)n1
 : -3	0	3	-1.1	40	-1	9	5	4
- O=C1c2ccccc2S(=O)(=O)c2cc(C(=O)N3CCC(O)CC3)ccc21
 : 4	-2	5	1.2	1	2	2	-1	2
- CCn1cc(Br)c(-c2nc3ccccc3c(=O)n2N)n1
 : 1	1	3	-2.8	33	5	1	5	-3
- CC(=O)Nc1cc2ccccc2oc1=O
 : -8	-5	-7	0.1	6	-9	-6	4	-12
- CC1(C)CC(=O)c2cc(C(=O)Nn3cnnc3)c(=O)n(-c3ccccc3)c2C1
 : 3	-5	-10	-1.8	5	2	-3	7	-4
- CC(=O)Nc1nc(SCC(=O)Nc2nnc(C)s2)[nH]c(=O)c1NC(=O)c1cccs1
 : 1	-3	-4	3.2	1	-2	0	4	-8
- COc1cccc(/C=N/n2nnnc2N)c1O
 : -3	2	6	2.3	9	8	6	7	-5
- O=C(NCCc1ccccc1)c1ccc2c(c1)N(Cc1ccccc1)C(=O)CS2=O (stereo unspecified)
 : 7	-4	9	-0.4	3	5	0	-1	-4
- COc1ccc(NC(=O)CSc2ccc(NC(C)=O)cc2)cc1S(=O)(=O)N1CCOCC1
 : /	/	5	/	2	/	2	4	/
- O=Cc1cn(CC(=O)N2CCCCCC2)c2ccccc12
 : -3	-2	-3	0.8	2	2	2	5	-6
- COc1ccccc1CNC(=O)c1ccc(-c2ccccc2C(F)(F)F)o1
 : 0	-3	5	1.1	22	-8	-3	1	3
- COc1ccc(-c2cc(C(F)(F)F)nc(N3CCOCC3)n2)cc1OC
 : 3	-6	8	-1.1	31	-1	2	3	-6
- CCc1nnc(NS(=O)(=O)c2ccc(Nc3ccc4nonc4c3[N+](=O)[O-])cc2)s1
 : 13	-3	4	0.2	0	6	-3	3	0
- COC(=O)Cn1c2ccc(Cl)cc2c2nc(C)sc21
 : -1	1	6	4.5	-1	2	-3	5	1
- CCOC(=O)c1cc(-c2ccccc2)nn1CCC#N
 : 1	0	1	2.0	0	1	-11	-6	5
- CCOC(=O)c1c(NC(=O)C2C3CCC(O3)C2C(=O)O)sc2c1CCCC2 (stereo unspecified)
 : 11	-4	2	1.4	4	5	6	2	-1
- O=C(CSc1nnc(COc2ccc(Cl)cc2)o1)NC1CC2CCC1C2 (stereo unspecified)
 : 3	1	10	-0.5	0	1	0	24*	0
- CC(C)Cn1c(SCC(=O)N(C)c2c(N)n(Cc3ccccc3)c(=O)[nH]c2=O)nc2ccccc21
 : 1	1	3	2.8	2	4	7	1	4
- CCOC(=O)c1ccc2c(c1)N(CC(=O)N1CCCCC1)C(=O)C(C)(C)O2
 : 3	-1	1	-0.8	0	6	-1	9	3
- CC(C)c1ccc(/C=N/NC(=O)C2CCCC2)cc1
 : 2	-4	2	-1.0	2	2	7	13	-1
- O=C(Nc1ccc(Cl)cc1C(=O)NCc1cccnc1)c1ccc(Cl)cc1Cl
 : 3	-2	3	1.6	7	9	2	3	0
- CCOc1ccc2c3c(c(=O)oc2c1OCC)CCCC3
 : 12	1	5	0.9	-7	7	5	5	5
- CCCCN(C)CCCNC(=O)C1CCC(CNS(=O)(=O)c2c(C)cc(C)cc2C)CC1 (stereo unspecified)
 : 1	-1	-1	-0.8	0	-1	3	2	0

The line under a structure holds: BCLXL inh	Fam108B counter	pPAFAH inh	MEX-5 binding	AHR activator	MCL1 BIM primary	GLD-1 TGE inh	PAFAH1B2 inh	PME-1 primary
- Cc1cc(O)c(C2=Nc3ccccc3SC(c3ccc(Cl)cc3)C2)c(=O)o1 (stereo unspecified)
 : 7	9	8	-0.6	9	12	4	1	-4
- O=C(N/N=C/C1=C(N2CCOCC2)C(=C\c2ccccc2)/CC1)Nc1ccccc1
 : 1	0	2	-3.0	0	1	-5	1	1
- CC(C)NC(=O)CCS(=O)(=O)c1cccc2nonc12
 : 2	-4	3	-1.0	1	8	-3	2	0
- Cc1ccc(NC(=O)CSc2sc3c(O)cc(=O)[nH]c3c2C#N)cc1C
 : 4	-6	20	-1.2	-2	2	-2	4	-19
- CCOC(=O)c1sc(SC)nc1N
 : 6	2	6	-0.5	-1	1	-2	2	-5
- COc1ccc(C2C(C(=O)c3ccccc3)=C(C)Nc3nc4ccccc4n32)c(OC)c1 (stereo unspecified)
 : 3	-3	1	-2.6	4	7	3	2	6
- COc1cc(NC(=O)COc2ccc(-n3cnnn3)cc2)cc(OC)c1OC
 : /	/	0	/	2	/	5	6	/
- Cc1cccc(C)c1NC(=S)Nc1c(C)n(C)n(-c2ccccc2)c1=O
 : 7	2	0	0.5	3	13	1	0	-2
- CCOC(=O)c1cc2sc(C)cc2n1CCCN1C(=O)c2ccccc2C1=O
 : 1	0	-6	-1.4	5	7	-8	8	-7
- CC(=O)c1cccc(NC(=O)N2CCCC2C(=O)NC2CCCCC2)c1 (stereo unspecified)
 : 3	0	3	1.5	3	-1	-3	0	2
- COc1ccc(C(=O)C[n+]2cccc3cc(OC)ccc32)cc1
 : 7	-3	0	-0.1	0	-3	-12	7	-7
- Cc1ccc(OCCNC(=O)/C=C/c2ccccc2)cc1C
 : 4	-2	4	0.5	2	3	3	5	-6
- Cc1cc(C(=O)OCC(=O)NCCN2C(=O)CSC2=O)ccc1[N+](=O)[O-]
 : /	/	6	/	0	/	-5	6	/
- C=CCn1c(SCc2cc(=O)n3ccsc3n2)nc2ccccc2c1=O
 : -1	-4	2	1.0	7	-13	-9	9	-1
- Cc1c(NC(=O)C(C)OC(=O)c2cccc(S(=O)(=O)N3CCOCC3)c2)c(=O)n(-c2ccccc2)n1C (stereo unspecified)
 : 7	1	4	0.3	1	4	-1	/	4
- CCOc1ccc(NC(=S)N(CCc2c(C)[nH]c3ccc(C)cc23)Cc2cccnc2)cc1
 : 2	4	5	-1.2	36	4	6	4	0
- COc1ccccc1N1CCN(C(c2ccc(N(C)C)cc2)c2nnnn2CCc2ccccc2)CC1 (stereo unspecified)
 : 7	-1	10	5.8	8	3	4	0	4
- CCCCc1cc(=O)oc2cc(C)cc(OCC(=O)NCc3ccncc3)c12
 : 0	3	5	-1.3	56*	-4	3	-3	1
- CCC12CN(C(=O)c3ccc(OC)cc3)CC(CC)(CN(C(=O)c3ccc(OC)cc3)C1)C2=O
 : 3	1	1	-4.3	4	6	6	6	3
- CSc1nc2nc3c(c(=O)n2[nH]1)CCCC3
 : 6	0	-5	-2.1	-1	1	8	2	-5
- Cc1ccc(NC(=O)C(C)OC(=O)Cc2c[nH]c3ccccc23)cc1S(=O)(=O)N1CCOCC1 (stereo unspecified)
 : -11	2	6	1.8	11	-6	2	-1	-17
- COc1ccc(OC)c(NC(=O)c2ccc3c(c2)C(=O)N(c2ccc(OC(C)=O)cc2)C3=O)c1
 : -1	-14	-2	1.6	-1	-2	-6	3	-5
- C=CCn1c(SCC(=O)NC2CCS(=O)(=O)C2)nnc1-c1cc2c(s1)CCC(CC)C2 (stereo unspecified)
 : 3	0	20	-3.9	2	3	-2	8	-5
- O=S(=O)(c1ccc2ccccc2c1)N1CCN(c2ccc(O)cc2)CC1
 : /	/	5	/	2	/	6	1	/
- CC(C)(C)C(=O)CSc1ncnc2sc3c(c12)CCC3
 : 0	-2	0	-1.0	13	-8	3	4	-3
- Cc1nn(C2CCS(=O)(=O)C2)c(Cl)c1/C=C/C(=O)OCC(=O)N(C)C (stereo unspecified)
 : 0	3	5	0.0	0	3	-5	0	-3
- NS(=O)(=O)c1ccc(NC(=O)C2CCCN(S(=O)(=O)c3ccc(F)cc3)C2)cc1 (stereo unspecified)
 : 0	-1	-4	-3.0	0	-5	2	4	-2
- CCc1cccc2c(C(=O)CSc3nncn3-c3ccc(OC)cc3)c[nH]c12
 : -6	0	5	-2.1	25	-17	2	-1	-2
- O=C(N1CCOCC1)N(CCN1CCOCC1)Cc1cccc2ccccc12
 : 7	-3	5	1.2	6	0	0	-2	-8
- CC1Cc2nc(SCC(=O)NCC3CCCO3)n(C)c(=O)c2S1 (stereo unspecified)
 : 7	-4	3	-0.2	1	19	11	3	0
- CN(C(=O)CSc1nccc(=O)[nH]1)C1CCCCC1
 : /	/	-6	/	0	/	2	11	/
- Cc1c(C(=O)Nc2ccccc2)sc2nc(-c3ccccc3)cn12
 : 6	2	-1	1.2	-7	2	12	6	-10

High-throughput results from PubChem.

This is a subset; rates above refer to the full screens.
